HIV RNase H inh: blocks HIV-1 RNase H cleavage of RNA/DNA duplex | P04585 | RT-RNase H RNA/DNA duplex cleavage, fluorescence | inhibition, % at 10 µM | 65,000 tested, 1.9% active | AID 565; in the data active = inhibition above about 50%
RmlC RmlD mix: inhibitors of RmlC and RmlD coupled enzymes. inhibition, % at 5.5 µM. 110,000 tested, 0.39% active. RmlC/RmlD coupled enzyme inhibition, 384-well mixture HTS; in the data active = inhibition above about 30%, passing the limit was not always enough; also: strong numbers were not always called active
Numbers without * were called inactive; · = no result given. The list is partial; the hit share may differ from the screen's.

SMILES	HIV RNase H inh	RmlC RmlD mix
O=C(Nc1ccc2c(c1)nc1n2CCN(Cc2ccccc2)C1)c1cccs1	10	-6
O=C(Nc1ccccc1)c1ccc(NC2CCCCC2)c(S(=O)(=O)N2CCOCC2)c1	·	-19
CCOc1cccc(/C(O)=C2/C(=O)C(=O)N(CCOC)C2c2ccncc2)c1 (centres undefined)	0	32
CCOC(=O)CC(=O)Nc1ccccc1C(=O)O	-13	-15
COc1ccc(/C=N/Nc2nonc2N)cc1OC	·	21
CCN(CC)CCCN1C(=O)C(O)=C(C(=O)c2cccs2)C1c1ccccn1 (centres undefined)	-9	·
C=CCCCCCCCCc1nc(=S)[nH][nH]1	·	-2
CCNC(=O)Cc1ccc(NS(=O)(=O)c2ccc(F)cc2)cc1	-3	5
Cc1csc(-c2cnn(-c3ccccc3)c2NC(=O)c2cccc(C(F)(F)F)c2)n1	·	6
CCOC(=O)c1c(C)c(-c2ccccc2)n(CC(=O)N2CCCC2)c1C	3	4
Cc1cc(NS(=O)(=O)c2ccc(NC(NC(=O)C(C(F)(F)F)C(F)(F)F)(C(F)(F)F)C(F)(F)F)cc2)no1	·	-4
O=C(Cn1cnc2ccccc2c1=O)c1ccc2c(c1)OCCO2	4	·
N#CC1=C(N)C(C#N)(C#N)[C@H](c2ccoc2)[C@H]2CN(Cc3ccccc3)CC=C12	-2	-47
COCCOC(=O)c1c(N)n(Cc2ccc(OC)cc2)c2nc3ccccc3nc12	-1	24
CCCn1c(=O)c2c(c3ccccc31)OC(C)C(=O)N2 (centres undefined)	-33	-5
CCN(CC(=O)N1CCCCCC1)S(=O)(=O)c1ccc(Cl)cc1	-1	-1
N#C/C(=C\c1ccc(N2CCCC2)c([N+](=O)[O-])c1)c1nc2ccccc2[nH]1	·	4
C=CCOc1ccc(/C(O)=C2\C(=O)C(=O)N(CCN(C)C)C2c2cccs2)cc1 (centres undefined)	-22	6
N#CC1=C2SCN(Cc3ccccc3)CN2C(=O)CC1c1ccccc1F (centres undefined)	61*	-3
O=C(O)Cn1cccc1C(=O)c1ccccc1	15	-6
COc1ccccc1NC(=S)NNC(=O)c1nn(C)cc1Cl	·	-13
Cc1cc(-c2sccc2C)nc(-n2cccc2)n1	·	-1
COc1cc(C2C(C#N)=C(N)N(Nc3ccccc3)C3=C2C(=O)CC(C)(C)C3)ccc1OCc1ccccc1 (centres undefined)	·	-29
CCOc1ccc(CCNc2nc3c(c(=O)n(C)c(=O)n3C)n2CC)cc1OCC	2	-16
Cc1ccc(N2CC(C(=O)Nc3cccc(F)c3)CC2=O)cc1 (centres undefined)	3	3

Following part:
SMILES	HIV RNase H inh	RmlC RmlD mix
COc1cccc(NC(=O)Cc2nnc(SCC(=O)c3ccccc3)n2C)c1	47	7
CC(=O)Nc1cc(C(=O)O)ccc1S(=O)(=O)c1ccc(Cl)cc1	4	-6
COC(=O)COc1ccc(S(=O)(=O)NCCC2=CCCCC2)cc1Cl	·	6
O=C(COC(=O)C12CC3CC(CC(C3)C1)C2)NC12CC3CC(CC(C3)C1)C2	·	-7
Cc1cccc(Sc2c(C=O)c3ccccc3n2C)c1	·	-10
CN1CCN(S(=O)(=O)c2ccc3[nH]cc(C(=O)O)c(=O)c3c2)CC1	0	-11
CCOC(=O)c1nnn(-c2nonc2N)c1-c1ccc(OC)cc1	-33	24
CC1CCN(S(=O)(=O)c2cccc(-c3cn4cc(Cl)ccc4n3)c2)CC1	·	-29
Cn1c(Cc2cccs2)nnc1SC/C=C/c1ccccc1	-29	-9
COc1ccc(C(=O)Nc2ccc(S(=O)(=O)N3CCCCC3)cc2)cc1	·	-9
O=C(c1ccc(F)cc1)C1CCN(C(=O)NC2CCCCC2)CC1	·	-9
COc1ccc(N(C)S(=O)(=O)c2cccc3cccnc23)c(OC)c1	-18	2
COc1ccc(N=CC2=C(O)CC(C)(C)CC2=O)cc1	5	7
Cc1ccnc(SCCn2c(N3CCN(C)CC3)nc3c2c(=O)[nH]c(=O)n3C)n1	-3	·
N#CC1=C(N)OC(c2ccccc2)=C(C#N)C1c1ccc2c(c1)OCO2 (centres undefined)	-13	5
O=C(/C=N/O)NCCCN1CCOCC1	-14	·
O=C(Nc1ccc(C(=O)N2CCCCC2)cc1)C1CCCCC1	·	6
CCOc1cc(S(=O)(=O)n2nc(C)cc2C)ccc1F	-28	-12
Cn1c(=O)oc2cc(S(=O)(=O)NC3CCN(Cc4ccccc4)CC3)ccc21	-9	11
COc1cc(/C=C2\SC(c3ccc(C)cc3)=NC2=O)cc(OC)c1OC	·	4
CCC(C)(C(=O)NC1CCCC1)N(Cc1cccs1)C(C)=O (centres undefined)	-7	-29
O=C(O)c1cc(S(=O)(=O)O)ccc1O	-11	-16
CCOC(=O)c1cc2sccc2n1CC(=O)N1c2ccccc2CC1C (centres undefined)	57*	8
Cc1ccccc1-c1ccc(Nc2ccc(N3CCOCC3)cc2)nn1	25	1
COC(=O)C(C)Sc1nnc(SC(C)C(=O)OC)s1 (centres undefined)	20	-12

Compound profiles, as listed above. Values in the order: HIV RNase H inh	RmlC RmlD mix
CCCn1c(=O)c2c(c3ccccc31)OC(C)C(=O)N2 (centres undefined) as listed: -33	-5
CCOc1cccc(/C(O)=C2/C(=O)C(=O)N(CCOC)C2c2ccncc2)c1 (centres undefined) as listed: 0	32
C=CCOc1ccc(/C(O)=C2\C(=O)C(=O)N(CCN(C)C)C2c2cccs2)cc1 (centres undefined) as listed: -22	6
COC(=O)C(C)Sc1nnc(SC(C)C(=O)OC)s1 (centres undefined) as listed: 20	-12
COc1cc(C2C(C#N)=C(N)N(Nc3ccccc3)C3=C2C(=O)CC(C)(C)C3)ccc1OCc1ccccc1 (centres undefined) as listed: ·	-29

The list continues:
SMILES	HIV RNase H inh	RmlC RmlD mix
CC(=O)c1ccc(OC(C)C)c(CSc2nc(O)cc(=O)[nH]2)c1	-2	13
O=C(OCc1nnc(-c2ccc(Cl)cc2)o1)c1ccncc1	6	-12
COc1ccc(C2=NOC(C)(c3nnc(-c4ccc(Cl)cc4)o3)C2)cc1 (centres undefined)	·	-22
Cc1ccc(OCCCN(C)C)c(Br)c1	3	11
Cc1cc(C)c(C(N)=O)c(NC(=O)Nc2ccccc2)n1	·	7
COc1ccc(F)cc1S(=O)(=O)n1cc(C)nc1-c1ccccc1	-12	-4
NC(=O)CSc1nnc(-c2ccoc2)o1	1	-59
CCN(C1CCCCC1)S(=O)(=O)c1ccc(S(=O)(=O)N(CC(=O)Nc2ccccc2)C2CC2)cc1	·	4
CC(C)c1cc(Br)ccc1OCCCN1C(=O)NC(C)(C)C1=O	·	-28
COCc1nnc(NS(=O)(=O)c2ccc([N+](=O)[O-])cc2)s1	·	3
Cc1ccc(Cn2c3ccccc3c3cn[nH]c(=O)c32)cc1	-23	-6
C#Cc1ccc([C@@H]2C=C(C(=O)NC3CC3)O[C@H](OCc3ccc(CO)cc3)C2)cc1	·	-13
COC(=O)Cn1c(=NC(=O)CSCC(=O)Nc2cc(C)on2)sc2cc(C(=O)OC)ccc21	·	9
CCOc1cnc(-c2ccc(OC)cc2)o1	·	-26
S=c1sc2c(N3CCN(Cc4ccccc4)CC3)ncnc2n1-c1ccccc1	·	-7
COC(=O)CSc1ncc(C#N)c(N)n1	-4	4
CCC(c1nnnn1C(C)C)N1CCN(C2CCCC2)CC1 (centres undefined)	-14	-17
COc1ccc(C(=O)N2CCCc3ccccc32)cc1	-23	-8
O=C(c1ccco1)n1nc(-c2ccco2)nc1SCc1ccccc1	·	-1
O=C(O)c1cc(C(=O)O)c(-c2ccccc2)c(C(=O)O)c1	4	3
CCc1nc(N2CCC(C)CC2)c2oc3ccccc3c2n1	-18	17
CC(CP(=O)(O)O)NC(=O)Cc1ccccc1 (centres undefined)	-7	-4
Clc1ccc(CSc2ncn[nH]2)cc1	-8	-8
CC1CCN(S(=O)(=O)Cc2ccccc2Cl)CC1	-10	1
O=C(Nc1cccc(-c2cn3ccccc3n2)c1)c1cc2ccccc2oc1=O	·	12

Structures listed so far that contain an aryl methoxy group (14):
SMILES	HIV RNase H inh	RmlC RmlD mix
COc1ccc(/C=N/Nc2nonc2N)cc1OC	·	21
COCCOC(=O)c1c(N)n(Cc2ccc(OC)cc2)c2nc3ccccc3nc12	-1	24
COc1ccccc1NC(=S)NNC(=O)c1nn(C)cc1Cl	·	-13
COc1cc(C2C(C#N)=C(N)N(Nc3ccccc3)C3=C2C(=O)CC(C)(C)C3)ccc1OCc1ccccc1 (centres undefined)	·	-29
COc1cccc(NC(=O)Cc2nnc(SCC(=O)c3ccccc3)n2C)c1	47	7
CCOC(=O)c1nnn(-c2nonc2N)c1-c1ccc(OC)cc1	-33	24
COc1ccc(C(=O)Nc2ccc(S(=O)(=O)N3CCCCC3)cc2)cc1	·	-9
COc1ccc(N(C)S(=O)(=O)c2cccc3cccnc23)c(OC)c1	-18	2
COc1ccc(N=CC2=C(O)CC(C)(C)CC2=O)cc1	5	7
COc1cc(/C=C2\SC(c3ccc(C)cc3)=NC2=O)cc(OC)c1OC	·	4
COc1ccc(C2=NOC(C)(c3nnc(-c4ccc(Cl)cc4)o3)C2)cc1 (centres undefined)	·	-22
COc1ccc(F)cc1S(=O)(=O)n1cc(C)nc1-c1ccccc1	-12	-4
CCOc1cnc(-c2ccc(OC)cc2)o1	·	-26
COc1ccc(C(=O)N2CCCc3ccccc32)cc1	-23	-8

The listing continues:
SMILES	HIV RNase H inh	RmlC RmlD mix
COc1cccc(OCC(=O)Nc2ccccc2NC(C)=O)c1	-10	·
CCCCn1c(O)c(C=Nc2c(C)n(C)n(-c3ccccc3)c2=O)c(=O)[nH]c1=O	4	8
CCCCN(C)C(=O)C1CCC(=O)N(c2cc(OC)c(OC)c(OC)c2)C1c1ccc(OC)cc1 (centres undefined)	·	9
CCOC(=O)N1CCN(S(=O)(=O)c2ccc(F)cc2)CC1	4	-2
Cc1c(C(=O)COC(C)(C)C)[nH]c2ccccc12	-3	14
Cc1cccc(CCNC(=O)C2CCN(S(=O)(=O)c3cccc4nsnc34)CC2)c1	·	-10
O=c1[nH]c2ccccc2c(O)c1O	·	-149
CC(C)C(NS(=O)(=O)c1cccs1)C(=O)Nc1nc(C(C)(C)C)cs1 (centres undefined)	·	1
NCc1cccc(-n2cccn2)c1	-12	1
COc1ccccc1CNC(=O)CCNC(=O)Cn1ccc2ccccc2c1=O	-6	-1
O=C(C1CCN(C2CC(=O)N(c3cccc(Cl)c3)C2=O)CC1)N1CCCC1 (centres undefined)	34	-8
Cc1ccc2c(c1)c1c(n2CC2COC(C)(C)O2)C(=O)CCC1 (centres undefined)	-20	37
COc1ccc(C(=O)N2CCCCC2)cc1S(=O)(=O)Nc1cccc(C(=O)O)c1	·	-8
COCCN1Cc2cccc(C(=O)NCc3ccccc3OC)c2C1=O	-18	2
Cc1ccnc(N2CCC(C(=O)NC3CCCCCC3)CC2)n1	-5	0
O=C1c2ccccc2C(=O)N1Cc1nc2ccccc2c(=O)n1-c1ccccn1	4	69
CC(C)n1cnc2c(NCc3ccccc3)nc(NCc3ccccc3)nc21	·	-14
CCCC1CC(CSC(=N)N)OC1=O (centres undefined)	·	20
N=c1c(C(=O)NCc2ccco2)cc2c(=O)n3ccccc3nc2n1Cc1ccccc1	-12	10
O=c1c2cc(Cl)cc(Cl)c2nc(CN2CCOCC2)n1-c1ccccc1F	-4	8
O=C(NC12CC3CC(CC(C3)C1)C2)c1ccc(=O)oc1	-1	-234
Cc1cccc(NC(=O)COc2ccc(Br)cc2C)n1	-9	13
Cc1cccn2c(=O)c3cc(C(=O)N(C)C)n(C)c3nc12	-18	1
COc1cc(/C=C2\C(=O)ON=C2c2ccccc2)cc(OC)c1OC	·	12
Cc1cc(F)c(F)c(C(=O)N2CCOCC2)c1Cl	·	-10
CCC(=O)NCCc1nc2ccccc2n1Cc1ccc(C)cc1	·	-9
Cc1ccc(Sc2c(C)nn(C(=O)c3cccc(S(=O)(=O)N4CCOCC4)c3)c2C)cc1	·	10

Random excerpt: 2 compounds from above
SMILES	HIV RNase H inh	RmlC RmlD mix
CCOC(=O)N1CCN(S(=O)(=O)c2ccc(F)cc2)CC1	4	-2
COc1cccc(OCC(=O)Nc2ccccc2NC(C)=O)c1	-10	·

As a short view, some entries already given:
SMILES	HIV RNase H inh	RmlC RmlD mix
COc1cccc(OCC(=O)Nc2ccccc2NC(C)=O)c1	-10	·
CCCCn1c(O)c(C=Nc2c(C)n(C)n(-c3ccccc3)c2=O)c(=O)[nH]c1=O	4	8
